TEAD-YAP inh = TEAD-YAP interaction inhibition, primary screen, TEAD-YAP interaction inhibitor project, luminescence, HEK-TIYL cells. AID 1259422, 2018. inhibition, % at 9.12 µM. 640,000 compounds, 1.4% hits. TEAD-Gal4/YAP UAS-luciferase luminescence; in the data active means inhibition above about 32%;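 further: 0% = median of test compound wells and 100% = reference inhibitor wells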
FBW7 act = FBW7 E3 ligase activators, primary screen, biochemical, AlphaScreen, human; AlphaScreen FBW7–phospho-cyclin E peptide binding, activator screen; normalized activity (activation), % at 26.1 µM; AID 1259310, 2017; 650,000 compounds, 0.13% hits; F-box/WD repeat-containing protein 7 (Homo sapiens), Q969H0; in the data active means normalized activity above about 1.9%;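 further: purified mutant Fbw7 with reduced substrate affinity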
Target sequence (Q969H0 whole entry, looked up): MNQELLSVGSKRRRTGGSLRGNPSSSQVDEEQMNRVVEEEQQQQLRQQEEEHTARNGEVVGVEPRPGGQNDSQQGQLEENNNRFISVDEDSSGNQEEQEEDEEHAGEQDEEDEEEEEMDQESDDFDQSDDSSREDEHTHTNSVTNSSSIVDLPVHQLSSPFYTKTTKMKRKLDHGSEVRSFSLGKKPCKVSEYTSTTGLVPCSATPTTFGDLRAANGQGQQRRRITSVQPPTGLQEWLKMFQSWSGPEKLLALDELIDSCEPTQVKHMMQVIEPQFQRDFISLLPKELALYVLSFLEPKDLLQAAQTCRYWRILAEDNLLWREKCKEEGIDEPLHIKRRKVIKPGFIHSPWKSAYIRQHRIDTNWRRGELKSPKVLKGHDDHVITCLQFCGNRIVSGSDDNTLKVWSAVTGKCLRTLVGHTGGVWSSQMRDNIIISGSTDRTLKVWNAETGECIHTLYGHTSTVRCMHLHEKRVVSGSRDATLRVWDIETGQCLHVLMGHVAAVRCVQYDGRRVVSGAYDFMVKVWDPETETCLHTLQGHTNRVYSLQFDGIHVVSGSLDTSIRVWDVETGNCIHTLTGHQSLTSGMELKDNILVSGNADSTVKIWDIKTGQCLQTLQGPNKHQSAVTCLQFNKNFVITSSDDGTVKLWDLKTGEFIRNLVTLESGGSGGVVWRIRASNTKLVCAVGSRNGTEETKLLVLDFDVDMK
GPR151 activ = activators of human GPR151, primary screen, cell-based, PathHunter beta-arrestin, luminescence; G-protein coupled receptor 151 (Homo sapiens), Q8TDV0; PathHunter beta-arrestin GPR151 cells; activation, % at 11.2 µM; 650,000 compounds, 1% hits; AID 1508602, 2020; in the data active means activation above about 4.9%;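 further: 0% = median of compound wells and 100% = cells with positive control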
MITF primary = MITF inhibitors, primary screen, biochemical, AlphaScreen, human | Microphthalmia-associated transcription factor (Homo sapiens), O75030 | AlphaScreen MITF homodimerization, bead proximity signal | inhibition, % at 2.6 µM | 650,000 compounds, 0.91% hits | AID 1259374, 2018; in the data active means inhibition above about 50%;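 further: 0% = vehicle wells with protein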
An asterisk follows results filed as active.

no.	canonical_smiles	TEAD-YAP inh	FBW7 act	GPR151 activ	MITF primary
1	CN=C(Nc1cc(C)nn1CCC#N)c1ccc(F)cc1	-11	0.5	-0.9	16
2	Cc1cc(CSC(=N)N)c(O)c(C)n1	-5	-0.8	-1.4	65*
3	Cc1cc(C(C#N)c2ccc(F)cc2)n2ncnc2n1 (stereo not given)	-3	-0.2	-0.8	-5
4	O=C(Nc1cccc2ccccc12)c1nc2nc(-c3ccccc3)cc(C(F)(F)F)n2n1	4	-0.1	-0.1	4
5	Fc1cccc(Nc2nc3ccc(Cl)cc3n3cnnc23)c1	-7	0.7	-0.3	13
6	COCCNCCCOc1ccc(Cl)c(Cl)c1	7	-0.2	-2.2	44
7	Cc1cccc(OCC(=O)OCCN(C)C2=NS(=O)(=O)c3ccccc32)c1	-12	0.4	1.1	-3
8	COc1cc(C=Nc2ccc(C(N)=O)cc2)ccc1OC(C)=O	-2	-0.1	-0.3	-4
9	CC1=C(C(=O)OC2CCCCC2)C(c2ccc([N+](=O)[O-])cc2)C2=C(CC(C)(C)CC2=O)N1 (stereo not given)	4	0.1	-0.8	4
10	O=C(NCCc1ccc(O)cc1)c1cnc(-c2ccc(N3CCOCC3)nc2)s1	0	0.2	5.1*	-2
11	COC(=O)c1c(S(=O)(=O)NC2CC2)sc2c1CCN(Cc1cc(C)cc(C)c1)C2	2	0.3	2.5	-1
12	Cc1nnc2n(C)c(=O)c3c4c(sc3n12)CCC4	9	-0.2	0.0	1
13	Cc1[nH]n(-c2ccccc2)c(=O)c1C=Nc1ccc([N+](=O)[O-])cc1	-4	-0.5	-1.7	-4
14	O=C(NCc1ccc(F)cc1F)C1CCN(C(=O)NCc2cccs2)CC1	-3	-0.1	0.6	1
15	COC(=O)c1ccccc1COn1c(=O)c(-c2cccc([N+](=O)[O-])c2)[n+]([O-])c2ccccc21	7	-0.1	0.4	-11
16	CS(=O)(=O)c1ccc(CN2CCC3(CC2)NCCc2c3[nH]c3cc(F)ccc23)cc1	1	-0.3	-1.0	16
17	O=C(N/N=C/c1ccc(F)cc1)C(=O)Nc1ccc2ccccc2c1	-6	0.1	0.5	-10
18	CCCn1c(=O)c(C(=O)NCc2ccccc2)c(O)c2ccccc21	11	0.0	0.2	-4
19	O=C(N/N=C/c1ccccc1[N+](=O)[O-])c1ccccc1Cl	-64	-0.1	-0.4	2
20	COc1nc(SC)nc2c1cnn2-c1ccccc1	-2	-0.1	1.4	3
21	COc1ccc(/C=C(\C#N)c2[nH]nc(N)c2C#N)cc1	-62	-0.1	0.5	12
22	C=CCSc1nc(O)cc(=O)n1CC	0	0.0	-0.2	10
23	CC(=O)N1CCN(c2ccc(NC(=O)c3ccccc3C)cc2)CC1	7	0.0	-0.3	15
24	COc1ccc(C(=O)NCc2nnc(SCCOc3ccccc3)n2C)cc1	18	-0.1	0.9	-8
25	CCc1cc(OCCOCCNCCO)ccc1Cl	3	-0.3	-0.5	36
26	COc1cc(CN2CCC3(CC2)CC3C(=O)NCCc2ccccc2)cc(OC)c1 (stereo not given)	5	0.3	-1.3	14
27	CN1CCC2(CC1)OCc1cc(-c3cccc(F)c3)ccc1O2	0	0.1	-0.4	4
28	Cc1ccc(-c2c(C(=O)O)oc(=O)c3ccccc23)cc1	11	-0.1	0.1	17
29	O=C(NCc1ccccn1)c1cccc(OC2CCN(C(=O)C3CCCCC3)CC2)c1	8	0.0	-0.8	3
30	CC(=O)c1ccc(S(=O)(=O)NCCC(C)C)cc1	8	-0.1	1.1	5
31	C[C@@H](O)[C@@H]1NC(=O)[C@H]2CN(C(=O)c3ccc(-c4ccccc4)cc3)CCN2C1=O	-9	0.2	1.3	-20
32	O=C(NCc1cccs1)C1CCC(Cn2c(=S)[nH]c3ccccc3c2=O)CC1 (stereo not given)	-1	-0.2	1.1	-4
33	CCc1nc(-n2nc(C)cc2N)c2c3c(sc2n1)CCCC3	-2	-0.3	6.5*	-3
34	Nc1c(C(=O)Nc2nc(-c3ccccc3)cs2)sc2nc3c(cc12)CCCC3	-3	0.1	-0.1	8
35	CNC(=O)C1C2C=CC3(O2)C1C(=O)N(Cc1cccs1)C3C(=O)NC1CCCCC1 (stereo not given)	-7	0.1	0.9	1
36	NS(=O)(=O)c1ccc(CNC(=S)Nc2ccc(Br)cc2Cl)cc1	-6	0.2	3.7	7
37	CCOc1ccc(NC(=O)CC2SC(=Nc3ccccc3)N(c3ccccc3)C2=O)cc1 (stereo not given)	10	0.2	1.4	6
38	CCOc1cc(CNCCc2ccc(S(N)(=O)=O)cc2)ccc1OCc1ccccc1	-8	0.1	0.3	20
39	O=C(Nc1cccnc1)c1ccc(Br)s1	-7	-0.1	-0.5	16
40	CN(C)c1nc(Nc2ccc(OC(F)(F)F)cc2)nc(N2CCN(c3cccc(Cl)c3)CC2)n1	5	0.6	-0.6	12
41	COc1ccc(CCNC(=O)CSC2=Nc3ccccc3C3=NC(C(C)C)C(=O)N23)cc1OC (stereo not given)	7	-0.3	0.8	5
42	COc1ccc(-c2cc(C(=O)OC(C)C)c3cc(Cl)ccc3n2)cc1	3	-0.1	1.7	5
43	O=C(CSc1nnc(NCc2ccccc2)s1)N1CCCC1	-1	-0.1	-0.1	-6
44	CC1CCCN(C(=O)C(Sc2ccccc2)c2ccccc2)C1 (stereo not given)	-5	-0.2	-0.8	1
45	CCOC(=O)N1CCC(n2c(SCc3ccccc3C)nc3ccsc3c2=O)CC1	10	1.1	-1.4	5
46	CN(C(=O)CSc1nc(N)cc(=O)[nH]1)C1CCCCC1	4	0.7	-1.8	22
47	Cc1cccc(C2=N/C(=C\c3ccc([N+](=O)[O-])o3)C(=O)O2)c1	1	-0.3	-1.5	17
48	O=C(O)c1ccccc1C=Nc1ccc2[nH]c(=O)[nH]c2c1	0	0.0	0.6	3
49	O=C(Nc1nc(-c2cc([N+](=O)[O-])cs2)cs1)C1CC1	-30	0.3	-1.1	7
50	C=CCOC(=O)C1C(c2cccc([N+](=O)[O-])c2)c2c([nH][nH]c2=O)CC1(C)O (stereo not given)	3	0.2	0.0	13

6 compounds picked at random from those above:
no.	canonical_smiles	TEAD-YAP inh	FBW7 act	GPR151 activ	MITF primary
48	O=C(O)c1ccccc1C=Nc1ccc2[nH]c(=O)[nH]c2c1	0	0.0	0.6	3
35	CNC(=O)C1C2C=CC3(O2)C1C(=O)N(Cc1cccs1)C3C(=O)NC1CCCCC1 (stereo not given)	-7	0.1	0.9	1
27	CN1CCC2(CC1)OCc1cc(-c3cccc(F)c3)ccc1O2	0	0.1	-0.4	4
34	Nc1c(C(=O)Nc2nc(-c3ccccc3)cs2)sc2nc3c(cc12)CCCC3	-3	0.1	-0.1	8
43	O=C(CSc1nnc(NCc2ccccc2)s1)N1CCCC1	-1	-0.1	-0.1	-6
37	CCOc1ccc(NC(=O)CC2SC(=Nc3ccccc3)N(c3ccccc3)C2=O)cc1 (stereo not given)	10	0.2	1.4	6

Next compounds
no.	canonical_smiles	TEAD-YAP inh	FBW7 act	GPR151 activ	MITF primary
51	CC(=O)Nc1ccc(S(=O)(=O)NC(CC(C)C)C(=O)O)cc1 (stereo not given)	0	0.3	-0.6	-11
52	COC(=O)c1cc(S(=O)(=O)Nc2cc(OC)ccc2OC)c[nH]1	8	0.1	3.1	14
53	Cn1nccc1Nc1nc(NC2CC2)c2ncn(Cc3ccc(C(F)(F)F)cc3)c2n1	-36	0.3	-0.4	8
54	COCCOC(=O)c1c(C)oc2ccc(OC(=O)c3ccccc3OC)cc12	0	0.1	-1.3	6
55	Cc1nn(C)c(C)c1-c1ccc(C(=O)NCCc2ccc(O)cc2)s1	-5	0.1	1.3	6
56	CC(CNC(=S)NC(=O)c1ccco1)NC(=S)NC(=O)c1ccco1 (stereo not given)	1	-0.1	-1.2	1
57	CCCCNNC(=O)c1ccc(Br)cc1	-188	0.0	1.1	-16
58	COc1ccc(O)c(/C=N/NC(=O)C(C)Nc2ccc(Cl)cc2)c1 (stereo not given)	-1	-0.1	1.2	3
59	Cc1[nH]c2ccccc2c1CCN1C(=O)C2CC=CCC2C1=O (stereo not given)	0	-0.1	-0.2	12
60	COC(=O)c1ccc(/C=N/NC(=O)C2CC(=O)N(c3ccc(Cl)cc3)C2)cc1 (stereo not given)	4	0.7	0.0	18
61	COc1cc2c(cc1NC(=O)CSc1nnc(-c3ccccc3)n1N)oc1ccccc12	-9	0.0	0.8	1
62	CCC(C)(NC(=O)c1ccc(=O)[nH]c1)C(=O)NC1CCCC1 (stereo not given)	2	0.1	3.6	-3
63	CC(C)(C)OC(=O)N1CCC[C@@H](Cn2cc(C(=O)O)nn2)C1	0	-0.2	-0.1	6
64	O=C(CSc1nnc(Cc2ccc(Cl)cc2)n1-n1cccc1)Nc1ccc(F)cc1	5	0.1	0.6	8
65	CCOC(=O)N1CC=C2C(C#N)=C(N)C(C#N)(C#N)C(c3cccc(OC)c3OC)C2C1 (stereo not given)	-5	0.4	-0.8	15
66	CCCCSc1nnc(CNC(=O)c2cccs2)n1-c1ccc([N+](=O)[O-])cc1	6	-0.1	0.5	2
67	O=C(Nc1ccc(F)cc1)C1CCN(C(=O)c2ccc([N+](=O)[O-])cc2)CC1	6	0.2	-1.4	-1
68	COc1ccc(C(=O)NCCc2c(C)[nH]c3c(C)ccc(F)c23)cc1OC	4	-0.2	0.8	8
69	Cc1ccc(C)c(N(CC(=O)Nc2ccc(F)c(Cl)c2)S(C)(=O)=O)c1	7	0.0	0.0	9
70	O=C(Cn1[nH]c(=O)c2ccccc2c1=O)OCC(=O)c1ccc(F)c(F)c1	5	-0.2	-0.3	-8
71	O=C1CCCN1CCCNc1nc(NCc2ccccc2)c2ncn(CCN3CCCC3=O)c2n1	-3	0.2	-1.9	14
72	FC(F)(F)c1ccc(CN2CCOCC2)cc1	8	0.3	1.3	19
73	O=C1CCCN1CCCNc1nc(N2CCOCC2)nc2c1ncn2C1CCCCC1	-5	-0.2	-0.1	-1
74	COc1ccc(Cc2nnc(NC(=O)C3CCCO3)s2)cc1 (stereo not given)	-12	0.1	0.3	-8
75	Cc1nc2cccnc2n1C1CCN(CC(N)=O)CC1	0	-0.1	-0.1	-6
76	Cc1nn(-c2ccccn2)c2c1C(Cl)=C(/C=N/NC(=O)c1ccccc1O)CC2	1	-0.2	-0.5	5
77	CC(C)NC(=O)c1nn2c(C(F)(F)F)cc(-c3ccc(Br)cc3)nc2c1Br	3	0.1	1.2	0
78	C=CCNC(=O)c1c(C)c(C(=O)OCC)n(C)c1C	8	-0.2	0.1	10
79	O=C1CC2(CCN(C(=O)c3ccc([N+](=O)[O-])cc3)CC2)Oc2ccccc21	-7	-0.1	-0.3	4
80	Cc1ccc2[nH]c(=O)c(CN(CCO)Cc3nnnn3Cc3ccco3)cc2c1	2	0.0	0.7	22
81	CCOC(=O)c1[nH]c(C)c(C(=O)N2CCOCC2)c1C	-1	-0.2	0.3	3
82	Cc1c(/C=N/c2nc(-c3ccccc3)cs2)c(O)[nH]c(=O)c1C#N	-25	0.3	0.5	16
83	COc1cccc(-c2nc3sc4c(c3c(=O)n2CC(=O)Nc2ccc(C)cc2)CCCC4)c1	8	0.4	-0.9	24
84	O=[N+]([O-])c1ccccc1OCCCCOc1ccccc1[N+](=O)[O-]	0	0.1	-0.1	-5
85	CC1CCc2c(sc(NC(=S)NC(=O)c3cccnc3)c2C(N)=O)C1 (stereo not given)	6	0.0	0.0	6
86	CCOC(=O)N1CCN(C(=O)c2ccc(N3CC4CC(C3)c3cccc(=O)n3C4)c(NC(=O)c3cc4ccccc4oc3=O)c2)CC1 (stereo not given)	-3	-0.1	-0.8	-2
87	CCOC(=O)Cc1ccc(N(Cc2ccc(Cl)cc2)S(=O)(=O)c2ccc(Br)cc2)cc1	7	0.1	-0.1	4
88	Cc1cc(C)n2nc(CNC(=O)c3cccc(F)c3)nc2n1	-1	-0.3	-0.2	0
89	Cc1ccc(C(C)C)c(OCc2nnc(NC(=O)c3ccc(Cl)cc3Cl)s2)c1	0	0.2	-1.8	3
90	COc1ccc(-c2nc(NC3CCCCC3)sc2CCC(=O)O)cc1	-1	0.1	-0.1	2
91	Cc1ccc(S(=O)(=O)N(CC(=O)O)Cc2ccccc2F)cc1	0	0.2	-0.9	4
92	CNC(=S)N/N=C/c1ccc(-c2ccc([N+](=O)[O-])cc2OC)o1	8	0.1	1.0	5
93	CCOc1ccc(C(=O)Nc2ccc(NC(=O)c3ccco3)c(Cl)c2)cc1Br	0	-0.1	0.4	1
94	NC(=O)c1ccc(-c2nnc(N3CCCCC3)c3ccccc23)cc1	-6	0.0	1.0	10
95	COC(=O)c1ccc(-n2nnnc2SCc2nn[nH]n2)cc1	9	0.0	-0.4	-18
96	O=C(CCS(=O)(=O)C(Cl)Cl)OCc1ccccc1	5	0.3	-0.7	5
97	CSc1ccccc1Nc1ncnc(N)c1[N+](=O)[O-]	4	0.2	-0.7	2
98	CCn1nnc(NC(=O)c2cccc(C)c2OC)n1	-7	-0.1	-0.6	-12
99	CCOc1ccc(-c2cc(=O)n(CCCC(=O)Nc3cccc(SC)c3)cn2)cc1	1	-0.3	0.3	12
100	O=C(CCCO)N=Nc1c(O)[nH]c2ccccc12	1	-0.1	2.7	9

Source: PubChem
